EPAC1 ag = EPAC1 (human) agonism; O95398; EPAC1 agonist qHTS, biochemical assay; response scale: 100% = response to 6.5 mM cAMP; Potency, µM (doses to about 154 µM), inactives show at the highest dose activation, most hits filed as activators; 360,000 compounds, 0.073% hits; AID 720707; also: potency is read from the fitted curve at half-maximal effect; nearly all actives have a fitted effect of over 60% in size
Target sequence (O95398 whole entry, looked up): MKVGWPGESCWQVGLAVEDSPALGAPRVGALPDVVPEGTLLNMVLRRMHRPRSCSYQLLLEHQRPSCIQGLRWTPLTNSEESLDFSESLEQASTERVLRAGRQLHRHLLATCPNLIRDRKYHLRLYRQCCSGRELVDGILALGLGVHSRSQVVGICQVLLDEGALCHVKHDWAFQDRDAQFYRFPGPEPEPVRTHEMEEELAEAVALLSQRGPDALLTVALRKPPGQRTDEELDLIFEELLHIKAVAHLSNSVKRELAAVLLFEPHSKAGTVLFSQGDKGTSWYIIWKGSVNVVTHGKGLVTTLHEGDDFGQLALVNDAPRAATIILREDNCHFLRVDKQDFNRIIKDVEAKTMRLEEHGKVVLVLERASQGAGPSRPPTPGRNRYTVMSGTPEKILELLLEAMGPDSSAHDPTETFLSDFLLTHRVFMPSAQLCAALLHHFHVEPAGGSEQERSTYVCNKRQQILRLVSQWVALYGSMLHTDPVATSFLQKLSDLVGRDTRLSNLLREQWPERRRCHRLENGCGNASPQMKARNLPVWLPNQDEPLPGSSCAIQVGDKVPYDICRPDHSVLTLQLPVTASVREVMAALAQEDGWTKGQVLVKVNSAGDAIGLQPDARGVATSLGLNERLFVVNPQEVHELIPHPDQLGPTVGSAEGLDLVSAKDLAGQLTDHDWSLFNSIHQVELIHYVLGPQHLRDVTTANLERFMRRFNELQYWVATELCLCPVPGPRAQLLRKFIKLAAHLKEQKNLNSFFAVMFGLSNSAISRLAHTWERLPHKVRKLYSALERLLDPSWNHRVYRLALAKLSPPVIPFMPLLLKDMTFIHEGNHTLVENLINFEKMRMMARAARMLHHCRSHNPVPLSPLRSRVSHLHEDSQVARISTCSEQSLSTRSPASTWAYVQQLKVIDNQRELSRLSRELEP
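Multi-concentration qHTS readout: loss of Rap1B-bound BODIPY-GDP fluorescence driven by 100 nM EPAC1 with excess GDP (50 uM), monitored kinetically at room temperature; agonist response expressed relative to 6.5 mM cAMP.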
WRN inhibitor = blocks human WRN helicase. Q14191. WRN helicase unwinding, fluorescent forked duplex, kinetic. Potency, µM (titrated, usually from 114 µM), without a hit: at the highest dose activity change, negative = inhibition, most hits filed as inhibitors. 360,000 compounds, 0.46% hits. AID 651768; also: potency is read from the fitted curve at half-maximal effect; % is scaled to controls: 0 for no effect and ±100 for the full control effect; nearly all actives have a fitted effect of over 55% in size
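Enzyme (20 nM final) and test compound sit together 15 min at room temperature before substrate addition. Substrate is a single-forked duplex oligonucleotide (100 nM) labelled with fluorophore and quencher, with 2 mM ATP; helicase unwinding raises red fluorescence, read kinetically.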
IL2 activator = IL-2 activation. 360,000 compounds, 0.065% hits. activation, % (series mostly up to about 46 µM). IL-2 activation reporter assay, cell-based qHTS; stimulated with anti-CD3/CD4/CD28 beads; in transgenic mouse T cells; in the data active = activation above about 50%; inconclusive = mostly about 30% to 49%; also: 0% is about no effect
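Screening format: compound pinned onto unstimulated transgenic mouse T cells, 60 min incubation, then anti-CD3/anti-CD4/anti-CD28 bead stimulation for 18 hours at 37 degrees C, followed by EGFP and DsRed detection.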
PLK1 PBD block = PLK1 (human) polo-box domain binding inhibition; 360,000 compounds, 2.8% hits; Potency, µM, inactives show max response, negative = inhibition, most hits filed as inhibitors; AID 720504; Plk1 PBD binding of FITC phosphopeptide, fluorescence polarization; also: potency is read from the fitted curve at half-maximal effect; series mostly up to about 57 µM; % is scaled to controls: 0 for no effect and ±100 for the full control effect; nearly all actives have a fitted effect of over 65% in size
aSyn rescue = rescues yeast growth from alpha-synuclein toxicity | Yeast expressing alpha-synuclein, growth rescue, BacTiter-Glo, 24 h | Potency, µM (highest dose often 46.1 µM), inactives show top-dose growth rescue (activation), usual class: activators | 370,000 compounds, 0.14% hits | AID 652106; also: potency is read from the fitted curve at half-maximal effect; % of control where 0% means no effect; nearly all actives have a fitted effect of over 65% in size
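Rescue of yeast growth: cells expressing toxic alpha-synuclein, induced in galactose at OD600 0.02, incubated with compound 24 h at 30 C. ATP luminescence quantified growth; inhibitors of toxicity appear as activators.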
PI5P4K alpha inh = PI5P4K alpha (human) kinase inhibition. P48426. PI5P4Kalpha enzyme, ADP-Glo luminescence, 60 min; hits give low values. max response, %. 330,000 compounds, 1.2% hits; active = max response of -50% or lower; inconclusive = between -30% and -50%; inactive = -30% or higher; also: value at the top dose of about 77 µM; % is scaled to controls: 0 for no effect and ±100 for the full control effect
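Human PI5P4Kalpha with substrate in 0.038 M HEPES pH 7.4, 0.28 mM EGTA, 0.1% CHAPS, 5% DMSO; reaction started with 5 microM ATP (final), 60 min at room temperature. ADP formed read by ADP-Glo luminescence.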
Abeta rescue = compounds reversing amyloid beta toxicity in yeast. 410,000 compounds, 0.063% hits. yeast expressing A-beta42, growth rescue, OD600, 48 h; response scale: 0% DMSO, 100% iron-clioquinol control. Potency, µM (doses to about 46.1 µM), for inactives: at the highest dose growth rescue, actives largely listed as activators; also: potency is read from the fitted curve at half-maximal effect; nearly all actives have a fitted effect of over 55% in size
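Growth rescue measured by 600 nm absorbance after 48 h yeast culture at 30 C with compound. Values normalized between DMSO and an equimolar ferric chloride plus clioquinol control.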
EPAC1 antag = EPAC1 (human) antagonism; O95398; EPAC1 GEF assay, Rap1b-BODIPY-GDP exchange fluorescence; Potency, µM (titrated, usually from 115 µM), for inactives: at the highest dose activity change, negative = inhibition, usual class: inhibitors; 360,000 compounds, 0.14% hits;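 also: potency is read from the fitted curve at half-maximal effect; plate controls were vehicle for no effect and positive control for full effect; nearly all actives have a fitted effect of over 50% in size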
FUS yeast rescue = suppressors of FUS proteinopathy in yeast. Potency, µM (top dose mostly 76.6 µM), inactives show top-dose growth rescue (activation), hits mostly activators. S. cerevisiae FUS-expressing, growth rescue, OD600, 24 h. 390,000 compounds, 0.24% hits. AID 1347120;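 also: potency is read from the fitted curve at half-maximal effect; plate controls were DMSO vehicle for no effect and reference control for full effect; nearly all actives have a fitted effect of over 55% in size; some results filed as inactive show a strong effect at the top dose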
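Compound concentration series was pinned onto galactose-induced FUS-expressing yeast seeded at OD 0.005. Plates sat 24hr at 30C; absorbance at 600 nm gave growth. DMSO served as background control.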
* marks the source's active call; other numbers are inactive results; u = inconclusive; x = no result given; [ ] = dose if it differs, or a comment. Unless noted, calls follow the shape of the dose curve; as a rule, active = well fitted curve in the direction sought with a large enough effect; inconclusive = small, poorly fitted or top-dose-only effect, or another doubt; inactive = no such curve, though single readings can be large; an effect the other way counts as inactive or inconclusive. The order is random. About 4.1% of those tested had a hit in this group.

SMILES	EPAC1 ag	WRN inhibitor	IL2 activator	PLK1 PBD block	aSyn rescue	PI5P4K alpha inh	Abeta rescue	EPAC1 antag	FUS yeast rescue
C[C@H]1CN([C@@H](C)CO)C(=O)CCCn2cc(nn2)CO[C@@H]1CN(C)S(=O)(=O)c1ccc(Oc2ccccc2)nc1	5%	9%	-0.2	x	-1%	4	-13%	7%	5%
O=C(CC1C(=O)NCCN1Cc1ccc(F)cc1)NCCCn1cccn1 (configuration not stated)	-3%	4%	0.3	-24%	-1%	1	-14%	-6%	1%
Cc1onc(-c2c(F)cccc2Cl)c1C(=O)c1ccc(F)cc1	10%	-23%	0.2	-21%	16%	-4	6%	15%	-1%
COc1ccc(C(CNC(=S)NCc2ccccc2)N2CCCC2)cc1 (configuration not stated)	-2%	7%	0.0	-8%	1%	2	-2%	-9%	1%
CNCCC(=O)N1c2ccccc2CCc2ccc(NC(=O)OC)cc21	5%	2%	-0.3	-11%	0%	1	-3%	-7%	-20%
CCC(CC)NC(=O)COC(=O)c1cc(Br)ccc1Cl	-5%	1%	-4.0	-8%	11%	13	4%	-13%	x
COC(=O)c1cc(C(=O)NCCC(C)C)cc([N+](=O)[O-])c1	-3%	-4%	-0.4	2%	3%	-1	9%	16%	10%
O=C1/C(=C/c2cccnc2)SC(=S)N1C1CCS(=O)(=O)C1 (configuration not stated)	9%	-27%	-1.4	-16%	1%	6	2%	0%	x
Cc1cc2c(=O)cc(-c3ccccc3)oc2c(C(=O)O)c1C	-4%	-4%[57.1 µM]	0.1	8%	3%	7	-9%	-3%	-8%
COc1cc(OC)cc(C(=O)NCCCN2CCOCC2)c1	-1%	7%	3.1	-6%	-5%	1	-2%	0%	-3%
COc1cccc(NC(=O)Nc2nnc(Cc3ccc(F)cc3)s2)c1	8%	-6%	-3.0	-1%	1%	-7	-1%	-18%	18%
COc1cc(/C=C/C(=O)Nc2nnc(CC(C)C)s2)cc(OC)c1OC	-7%	12%	6.3	-13%	-4%	7	0%	1%	28%
CCn1c(SCCC#N)nnc1-c1ccncc1	12%	5%	-0.8	-8%	0%	x	-2%	-13%	-5%
CCCCN1CC(O)=C(c2nc(-c3ccc(Br)cc3)cs2)C1=N	-2%	-9%	-3.2	-1%	0%	-2	-3%	0%	-20%
CCn1c(COc2ccc(OC)cc2)nnc1SCC(=O)Nc1cc(OC)ccc1OC	-5%	-4%	-1.2	-3%	3%	-3	-25%	-6%	24%
O=C1c2ccccc2C(=O)N1CCCc1nc(-c2ccncc2)no1	20%	0%	-0.3	-2%	x	0	27%	-5%	-11%
COc1ccc(C2SCC(=O)N2CCCN(C)C)cc1 (configuration not stated)	1%	-1%	1.2	-1%	9%	5	14%	u	-6%
C=CCn1c(SCC(=O)Nc2nc(C)cs2)nnc1C(CO)NC(=O)c1ccccc1 (configuration not stated)	4%	-24%	-2.5	-8%	8%	-10	1%[9.22 µM]	-2%	-43%
CCOC(=O)c1c(NC(C)=O)sc2c(O)c(CN3CCN(CC)CC3)ccc12	-2%	-12%	-1.9	1%	4%	x	-15%	7%	34%
Cc1cc(NC(=O)NC(=O)c2ccccc2NC(=O)C(C)N)ccc1Oc1ncc(Br)cn1 (configuration not stated)	-1%	-1%	0.4	-2%	2%	8	4%	-16%	x
O=S(=O)(c1ccc(Cl)cc1)N1CCCC(C(F)(F)F)C1 (configuration not stated)	-5%	-3%	0.0	0%	3%	0	13%	-5%	-36%
Cc1ccc(S(=O)(=O)Nc2nsc(N)n2)cc1	7%	-2%	-1.8	-6%	1%	-3	-24%	2%	19%
COc1ccccc1NC(=O)Nc1nc(C(N)C(C)C)cs1 (configuration not stated)	-10%	-1%[57.1 µM]	-0.4	4%	1%	16	1%	-13%	31%
O=C(NCCc1ccccc1)c1cccc2c1C(=O)c1ccc(N3CCOCC3)cc1S2(=O)=O	-8%	1%	8.5	0%	-6%	6	-2%	-23%	-4%
COc1cc(/C=N\NC(C)=O)ccc1OC/C=C/c1ccccc1	-20%	7%	-3.5	-1%	14%	2	-6%	-28%	-6%
SMILES	EPAC1 ag	WRN inhibitor	IL2 activator	PLK1 PBD block	aSyn rescue	PI5P4K alpha inh	Abeta rescue	EPAC1 antag	FUS yeast rescue
Clc1ccc(CSc2ccc(-c3cccnc3)nn2)cc1	12%	14%	-0.5	-19%	16%	-3	-20%	-5%	8%
O=C(CCCOc1ccc(Cl)cc1Cl)NNC(=O)c1ccc(NC(=O)c2ccccc2)cc1	8%	-17%	-2.7	-4%	-6%	-18	16%	5%	-11%
COc1ccc(/C=N/Nc2ccc([N+](=O)[O-])cc2S(=O)(=O)N2CCN(C)CC2)cc1	u	-10%[57.1 µM]	7.1	92%[activator]	-9%	5	7%	65%[activator]	0%
Cc1cccc(NC(=S)NC2CCSc3ccccc32)c1 (configuration not stated)	9%	-6%	-1.1	-11%	-3%	9	u	-11%	10%
COc1ccc(CCNC(=O)CSc2nnnn2Cc2ccc3c(c2)OCO3)cc1OC	-3%	1%	-0.7	-12%	-7%	-1	-11%	8%	1%
CN(CC(=O)Nc1ccccc1Br)C(=O)CNC(=O)c1ccc(Oc2ccccc2)cc1	10%	-3%	-2.6	-16%	9%	3	1%	-8%	39%
Cc1ccc(-n2nnnc2SCC(=O)NC(C(=O)O)(c2ccccc2)c2ccccc2)cc1C	11%	0%	0.9	-17%	0%	2	-8%	-9%	29%
FC(F)(F)c1cc(Cl)c2nnc(-c3ccccn3)n2c1	12%	-3%	1.6	-3%	6%	14	1%	4%	-21%
c1ccc(Oc2ncnc3oc(-c4ccccc4)cc23)cc1	2%	-15%[57.1 µM]	0.4	1%	4%	8	18%	1%	-2%
Cc1c(C(=O)O)sc2nc(-c3cccs3)cc(C(F)(F)F)c12	-5%	u	-1.0	u	8%	5	-49%[inhibitor]	-15%	31%
COc1ccccc1OCCC(=O)Nc1cccc(S(=O)(=O)N2CCCCC2)c1	-7%	-7%	-1.2	-3%	3%	-6	3%	-11%	26%
CC(CCc1ccccc1)NC(=O)COC(=O)c1ccc(NC(N)=O)cc1 (configuration not stated)	8%	-5%	-2.3	-2%	0%	0	9%	7%	-9%
COc1ccccc1N(C(=O)c1snc(C(N)=O)c1N)C(C(=O)NCc1ccccc1)c1ccc(C)o1 (configuration not stated)	-4%	-1%	1.0	-2%	3%	7	23%	-24%	13%
CCOC(=O)CN(C(=O)CCC(=O)Nc1cc(C)on1)C(C(=O)NC1CCCC1)c1cccnc1 (configuration not stated)	-5%	-2%	-2.2	-7%	0%	-4	-9%	8%	11%
CCOC(=O)Cn1cnc2c(cnn2-c2ccc(Cl)cc2)c1=O	4%	-1%	0.3	1%	-6%	9	11%	-16%	0%
CCCc1cc(-c2n[nH]c(C)c2-c2ccc(C(=O)OCC)o2)c(O)cc1O	10%	-1%	-2.7	-1%	-3%	x	15%	-13%	29%
Cc1ccc(S(=O)(=O)N2CCOCC2)cc1C(=O)N1CCc2ccccc21	6%	8%	0.1	-3%	0%	-2	0%	2%	36%
Cc1cccc(NC(=O)C2(c3ccc([N+](=O)[O-])cc3)CCCC2)c1	15%	-1%	0.3	-5%	1%	x	34%	3%	20%
Cc1ccc(NC(=O)/C=N/OCC(=O)NCc2ccccc2Cl)cc1	1%	-7%	0.0	-12%	1%	1	1%	13%	12%
O=C(CN1c2ccccc2Sc2ccccc21)N/N=C/c1ccccc1	5%	-20%	0.2	18%	-7%	13	13%	14%	-14%
O=C(NCC1CCCO1)c1ccccc1NS(=O)(=O)c1cc([N+](=O)[O-])ccc1Cl (configuration not stated)	-3%	-6%	-3.4	2%	22µM*	0	-9%	11%	x
Cc1ccccc1N=Nc1c(O)[nH]c2ccccc12	5%	-25%	1.7	u	2%	-7	10%	7%	-33%
Cc1cc(NC(=O)CSc2nc(-c3ccccc3Cl)nc3c2c(=O)n(C)c(=O)n3C)no1	2%	1%[57.1 µM]	-1.1	5%	0%	4	-1%	6%	1%
O=C(NNC(=O)C(c1ccccc1)c1ccccc1)c1cccs1	1%	0%	-1.4	-10%	-3%	-2	-11%	6%	18%
CCOC(=O)C1=C(CC)Nc2ccccc2N=C1NC(=O)CCNC(C)=O	-6%	-4%	0.8	-6%	1%	0	-5%	-1%	16%

An excerpt from above with just IL2 activator.
Structure,IL2 activator
Cc1ccc(NC(=O)/C=N/OCC(=O)NCc2ccccc2Cl)cc1,0.0
O=C(CN1c2ccccc2Sc2ccccc21)N/N=C/c1ccccc1,0.2
O=C(NCC1CCCO1)c1ccccc1NS(=O)(=O)c1cc([N+](=O)[O-])ccc1Cl (configuration not stated),-3.4

The listing continues.
SMILES	EPAC1 ag	WRN inhibitor	IL2 activator	PLK1 PBD block	aSyn rescue	PI5P4K alpha inh	Abeta rescue	EPAC1 antag	FUS yeast rescue
Cc1cc(=O)[nH]c(SCC(=O)c2ccc3c(c2)NC(=O)CO3)n1	3%	-1%	-0.1	-28%	-2%	-5	-7%	10%	18%
N=c1c(C(=O)NCc2ccc(F)cc2)cc2c(=O)n3ccccc3nc2n1Cc1cccnc1	-10%	-21%	178*	-27%	-1%	-4	5%	-15%	x
COc1ccc(-c2cc(C(=O)N3CCCCCC3)c3ccccc3n2)cc1	20%	-9%	-4.9	-8%	-30%	13	-23%	-15%	28%
O=C(NCCc1ccccc1F)N[C@@H](Cc1ccccc1)C(=O)O	4%	11%	-0.8	-17%	-3%	-1	10%	-27%	-25%
Cc1cc(=O)oc2ccc(OCC(=O)N3CCC(C)CC3)cc12	0%	1%	-0.4	-7%	-2%	14	-14%	9%	0%
Cc1ccc(C)c(Cn2c(=O)c3c(nc4n3CCN4Cc3ccco3)n(C)c2=O)c1	0%	-4%	-1.3	0%	1%	0	8%	-1%	12%
COc1ccc(CN2CCNC(=O)C2CC(=O)NCc2csc(C(C)C)n2)c(OC)c1 (configuration not stated)	-3%	-15%	0.1	-15%	6%	-2	20%	-21%	17%

Screening data as filed in PubChem.
